# Screens: PubChem, several laboratories
# Insulin prom inh: TRM-6 insulin promoter activity inhibition; TRM-6 cells (human fetal islet line), insulin promoter-eGFP reporter, imaging; reporter expression induced with tamoxifen; inhibition, % at 2 µM; 130,000 tested, 0.9% active;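 active = inhibition above the mean plus 3 SD, with well images judged a real hit on visual review, cut at about 60% in these data, passing the limit was not always enough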
# SDO1 yeast rescue: restores growth of sdo1-depleted yeast; z-score at 10 µM; S. cerevisiae sdo1-depleted JHY4D growth rescue, OD600 30 h; hits give high values; pdr5 snq2 efflux-pump mutant strain; AID 817; 140,000 tested, 0.21% active;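 active = z-score above 3 at both the 24 hr and the 30 hr optical density reads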;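 also: z-score against mean and SD of all compound wells on the same plate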
# SDO1 yeast rescue Rescue 24 h: further read-out of SDO1 yeast rescue, marked with its call; z-score; S. cerevisiae sdo1-depleted JHY4D growth rescue, OD600; measured here: growth rescue at 24 h;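 0 is the plate mean of compound wells and units are plate SD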
# * marks the source's active call; other numbers are inactive results; · = no result given. Only part of the results is shown, so the mix of outcomes need not match the whole.
structure	Insulin prom inh	SDO1 yeast rescue	SDO1 yeast rescue Rescue 24 h
COCCNC(=S)NC1CC2CCCC(C1)N2Cc1cccs1 (stereo not given)	25	0.78	0.37
O=c1oc2ccccc2cc1-c1nc(-c2ccccc2)no1	18	-0.44	0.75
O=C(Cc1ccc(F)cc1)N/N=C/c1ccncc1	-37	0.84	0.89
CCOC(=O)c1ccccc1N=N/C(C(C)=O)=C(/C)O	-21	-0.23	-1.5
Cc1cccc(NC(=O)c2sc(Cl)nc2C)c1C	-93	0.21	0.21
O=[N+]([O-])c1ccccc1/C=N/N1CCN(c2ccc(Cl)cc2)CC1	-4	0.04	1.3
CCCCn1nc(C(=O)Nc2nc3c(s2)CCCC3)c2ccccc2c1=O	·	-1.1	-0.81
CC1CCCN(C/C=C/c2ccccc2[N+](=O)[O-])C1 (stereo not given)	·	-0.56	-0.67
COC(=O)C(C)(C)ONC(=O)Nc1ccc(Br)cc1	38	2.8	2.5

# At a glance, 4 of the compounds above.
structure	Insulin prom inh	SDO1 yeast rescue	SDO1 yeast rescue Rescue 24 h
COCCNC(=S)NC1CC2CCCC(C1)N2Cc1cccs1 (stereo not given)	25	0.78	0.37
O=c1oc2ccccc2cc1-c1nc(-c2ccccc2)no1	18	-0.44	0.75
O=C(Cc1ccc(F)cc1)N/N=C/c1ccncc1	-37	0.84	0.89
CCOC(=O)c1ccccc1N=N/C(C(C)=O)=C(/C)O	-21	-0.23	-1.5

# Entries of single compounds as entered above. Order of screens: Insulin prom inh, SDO1 yeast rescue, SDO1 yeast rescue Rescue 24 h
# Profile of Cc1cccc(NC(=O)c2sc(Cl)nc2C)c1C : -93, 0.21, 0.21
# Profile of O=c1oc2ccccc2cc1-c1nc(-c2ccccc2)no1 : 18, -0.44, 0.75
